# Screening data: PubChem BioAssay, The Scripps Research Institute Molecular Screening Center
# ADAM10 inh – inhibits human ADAM10; inhibition, % at 7 µM; recombinant ADAM10, EDANS/DABCYL FRET peptide cleavage, 3 h; O14672; AID 720582; actives 0.62% (n = 370,000);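 active = inhibition above a per-campaign cutoff equal to the mean of compounds falling between control-based bounds plus 3 SD, cut at about 20% in these data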;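 note: 0% = DMSO wells while the 100% control is not disclosed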
# Target sequence (O14672 214-748 limits assumed): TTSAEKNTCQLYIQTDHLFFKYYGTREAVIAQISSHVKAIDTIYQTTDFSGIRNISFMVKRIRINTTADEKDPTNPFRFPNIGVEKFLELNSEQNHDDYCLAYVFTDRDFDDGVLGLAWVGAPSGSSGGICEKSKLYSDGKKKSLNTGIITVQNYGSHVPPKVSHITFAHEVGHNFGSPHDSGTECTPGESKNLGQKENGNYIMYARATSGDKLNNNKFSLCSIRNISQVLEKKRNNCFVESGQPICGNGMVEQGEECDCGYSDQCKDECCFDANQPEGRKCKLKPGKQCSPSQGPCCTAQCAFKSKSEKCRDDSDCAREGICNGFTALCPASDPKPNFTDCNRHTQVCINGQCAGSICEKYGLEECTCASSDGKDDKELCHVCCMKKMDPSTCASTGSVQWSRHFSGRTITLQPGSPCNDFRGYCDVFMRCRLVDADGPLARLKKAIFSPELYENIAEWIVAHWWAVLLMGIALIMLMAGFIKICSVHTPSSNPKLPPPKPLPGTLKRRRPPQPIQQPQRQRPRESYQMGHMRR
# hcDAF-12 act – activators of H. contortus DAF-12 nuclear receptor. HEK293 hcDAF-12 lit1-tk-luc reporter, luminescence; 0% DMSO, 100% Δ7-dafachronic acid. activation, % at 6.8 µM. actives 1.4% (n = 370,000). AID 652067;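 active = activation above the mean of all tested compounds plus 3 SD, cut at about 5.5% in these data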;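 note: 100% = response to 3 µM Δ7-dafachronic acid high control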
# PLCb3 inh – blocks human PLC-beta3 enzyme activity; Q01970; AID 720704; actives 0.18% (n = 370,000); inhibition, % at 12.2 µM; Purified PLC-beta3, fluorogenic substrate, fluorescence; in the data active = inhibition above about 11%;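 note: 0% = median of compound wells on plate and 100% = full blocker control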
# sPLA2-III inh – Blocks human group III sPLA2 activity | Q9NZ20 | QFRET BODIPY PC-A2 liposome hydrolysis, fluorescence | inhibition, % at 12.2 µM | AID 743126 | actives 0.56% (n = 370,000);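 active = inhibition above mean plus 3 SD of compounds lying within the high and low control bounds, cut at about 19% in these data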;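 note: 0% = median of test compound wells and 100% = no enzyme DMSO wells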
# GAA850 FXN act – increases GAA850 frataxin promoter reporter activity; activation, % at 6 µM; HEK293 lucGAA850 FXN promoter luciferase reporter, 24 h; percent of 10 µM SAHA response; actives 0.56% (n = 360,000);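 active = activation above the average of all compounds screened plus 3 SD, cutoff fixed separately per campaign, cut at about 7.5% in these data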;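 note: 0% = DMSO wells and 100% = 10 µM SAHA wells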
# ssDAF12 agonist – activators of S. stercoralis DAF-12 nuclear receptor. HEK293 ssDAF-12/GRIP1 lit1-tk-luc reporter, luminescence; % of 3 µM dafachronic acid response. activation, % at 6.8 µM. actives 1% (n = 370,000). AID 652126;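 active = activation above the mean over all tested compounds plus 3 SD, cut at about 0.9% in these data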;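 note: 0% = DMSO-only wells and 100% = 3 µM delta7-dafachronic acid wells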
# PLC-gamma1 inh – PLC-gamma1 (human) inhibition, primary screen | P19174 | purified PLC-gamma1, fluorogenic substrate, fluorescence | inhibition, % at 12.2 µM | actives 0.84% (n = 370,000) | AID 720700; in the data active = inhibition above about 9.5%
# hgDAF-12 ag – agonists of H. glycines DAF-12 nuclear receptor; HEK293 GAL4-hgDAF12 UAS-luciferase reporter, agonist luminescence; normalized to butyrate control; activation, % at 6.8 µM; actives 1.8% (n = 370,000); AID 687014;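 active = activation above a cutoff set at the mean of all screened compounds plus 3 SD, cut at about 10% in these data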;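 note: 0% = DMSO wells and 100% = sodium butyrate wells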
# DAX1 inh-1 – inhibitors of human orphan nuclear receptor DAX1 (NR0B1). HEK293 Gal4-DAX1 luciferase reporter, luminescence. P51843. actives 0.99% (n = 340,000). inhibition, % at 6.75 µM. AID 504766;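 active = inhibition above the mean over all tested compounds plus 3 SD, cut at about 4.2% in these data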;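 note: 0% = DAX1-transfected cells with DMSO and 100% = empty-vector control cells with DMSO; inhibition shows as a rise in luminescence from relieved DAX1 repression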
# Target sequence (P51843 207-470 limits assumed): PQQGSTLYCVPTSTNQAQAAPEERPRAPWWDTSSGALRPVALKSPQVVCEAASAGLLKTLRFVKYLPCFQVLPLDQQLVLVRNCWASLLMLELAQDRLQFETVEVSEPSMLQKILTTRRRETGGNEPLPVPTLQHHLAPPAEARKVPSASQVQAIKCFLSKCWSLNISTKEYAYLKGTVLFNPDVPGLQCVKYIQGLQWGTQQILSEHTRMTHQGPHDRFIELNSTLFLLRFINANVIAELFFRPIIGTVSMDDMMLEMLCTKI
# DAX1 inh-2 – blocks DAX1 repression of SF-1 activated StAR promoter; HEK293T StAR-luciferase reporter, SF-1/DAX-1 repression relief; inhibition, % at 6.8 µM; actives 1.1% (n = 370,000); AID 652010;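 active = inhibition above the mean over all tested compounds plus 3 SD, cut at about 3.6% in these data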;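 note: 0% = DAX-1 cells with DMSO and 100% = cells lacking DAX-1 with DMSO; higher inhibition means more luminescence from relief of DAX-1 repression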
# ADAM17 inh – ADAM17 inhibition, QFRET primary screen; recombinant ADAM17, EDANS/DABCYL FRET peptide cleavage; actives 0.83% (n = 370,000); AID 720648; inhibition, % at 6.95 µM; P78536;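 active = inhibition above the mean of compounds lying between control limits plus 3 SD, set per campaign, cut at about 8.5% in these data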;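 note: 0% = DMSO-only wells as the low control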
# * marks the source's active call; other numbers are inactive results; i = inactive; · = not tested or not shown. An unsorted share of the library, and some 6.9% of all compounds hit somewhere here.
# Every second line gives: ADAM10 inh, hcDAF-12 act, PLCb3 inh, sPLA2-III inh, GAA850 FXN act, ssDAF12 agonist, PLC-gamma1 inh, hgDAF-12 ag, DAX1 inh-1, DAX1 inh-2, ADAM17 inh
- Cn1cccc1CNC(=S)Nc1ccccc1F
 : 9.0, -1.3, -18.0, -0.3, 0.2, -1.7, -6.7, 3.0, 0.4, -0.1, 3.9
- COc1cc(/C=N/n2cnnc2)ccc1OC(=O)c1cccnc1
 : -20.5, -1.1, 0.6, 3.0, -0.8, -1.0, -4.7, 0.8, -1.5, -0.8, -5.2
- COc1ccccc1N1CCN(c2ncnc3n[nH]c(Br)c23)CC1
 : 3.8, -2.9, -1.5, -7.6, ·, -1.9, -3.5, -4.6, ·, -2.3, 4.0
- Cc1nnc(SCC(=O)Nc2cccc(S(=O)(=O)N3CCCC3)c2)n1C1CC1
 : -8.5, 0.9, -0.8, 8.3, 0.0, -0.7, 0.9, -1.2, 0.7, -0.6, -5.3
- COc1ccc(NC(=O)N2CCN(c3ccc([N+](=O)[O-])cc3)CC2)cc1
 : 2.4, -1.7, 2.6, 0.6, -2.0, -2.1, 3.9, -0.3, -0.3, -1.3, 1.3
- Cc1cc(OCC(=O)NCCO)ccc1Cl
 : 2.5, 0.5, -2.2, 1.3, 0.9, -0.6, 0.0, 2.4, 0.1, 1.6, -5.6
- Cc1ccc2c(c1)C(c1ccc(N3CCOCC3)cc1)=NNC(c1cccs1)=N2
 : -0.9, -0.2, -26.3, -0.9, 3.4, -1.3, -23.0, 3.4, 0.0, 0.4, -2.8
- CCOC(CNC(=O)c1ccc2c(c1)ncn2-c1ccc(F)c(F)c1)OCC
 : -10.4, -2.3, -2.1, 7.4, 4.3, -1.3, 1.1, -1.3, -2.0, -0.2, -2.9
- O=C1N=c2ccccc2=C1c1sc(=S)n(NC(=O)c2cccc(O)c2)c1O
 : -2.7, 2.8, -8.6, 1.4, 1.7, 0.3, -4.2, -1.7, 1.5, 0.5, 0.8
- O=C(CN1CCOC1=O)N1CCCC(N2CCN(c3cccc(C(F)(F)F)c3)CC2)C1 (centres undefined)
 : -0.8, -0.4, -6.5, -0.8, 3.7, -0.5, 0.6, 1.0, -0.3, -0.5, -1.3
- O=C(c1ccccn1)N1N=C2/C(=C/c3ccccc3)CCCC2C1c1ccccc1 (centres undefined)
 : 6.3, 2.5, 1.1, -0.7, 2.1, -0.9, -3.5, -1.1, -1.5, -0.1, 1.2
- CC(=O)c1c(C)[nH]c(C(=O)NCc2ccccn2)c1C
 : 4.9, 0.7, 3.9, 3.0, 1.0, -1.2, 5.0, 0.5, 0.3, 0.4, -2.1
- CC1CC(C)CN(C(=S)Nc2ccc(SC(F)F)cc2)C1 (centres undefined)
 : 5.1, -0.1, 5.0, 7.3, 0.0, -0.6, 3.0, -0.5, 0.2, -0.3, 1.9
- Cc1cccc(S(=O)(=O)Nc2nc3ccccc3nc2NCc2ccc3c(c2)OCO3)c1
 : 1.1, 1.8, -1.3, 0.5, 4.1, -0.8, -2.9, 1.2, 0.1, 0.1, -1.7
- COc1ccc2cc(CN(CCCN3CCOCC3)Cc3nnnn3C3CCCC3)c(=O)[nH]c2c1
 : -409.4, 0.7, -332.6, -1.0, 1.3, -1.0, -276.3, -0.9, 0.0, 0.6, -136.5
- CCN(C(=O)COC(=O)c1cccnc1)c1cccc2ccccc12
 : -2.4, -0.5, -2.5, 0.7, 1.2, -0.6, -2.2, 1.8, -0.4, 0.0, -2.7
- CCN(CC)C(=O)C1CCN(S(=O)(=O)c2ccc(C3CNC(=O)C3)cc2)CC1 (centres undefined)
 : -7.6, 4.2, 1.0, 11.6, 0.3, -0.3, 4.0, 2.0, 0.9, -1.1, -3.8
- CSCCC(NC(=O)c1ccccc1)C(=O)N1CCN(C(=O)c2ccccc2)CC1 (centres undefined)
 : 3.0, 0.9, -1.5, -0.6, -0.8, -1.2, 2.3, -1.1, 0.1, -0.1, -0.5
- Cc1ccc(CNC(=O)c2coc(=O)c3ccccc23)o1
 : -19.1, 2.8, -20.2, 6.9, 3.1, 0.3, -23.8, 3.1, -0.2, 0.0, -2.1
- O=C(c1ccc(F)cc1)N1CCCC(N2CCN(Cc3ccc4c(c3)OCO4)CC2)C1 (centres undefined)
 : -0.7, 0.4, -5.2, 3.3, -0.1, -1.0, -0.7, -4.2, -0.1, -0.6, 8.4
- Cc1c(N=C2N=C(NC(=O)c3ccc(F)cc3)c3ccccc32)c(=O)n(-c2ccccc2)n1C
 : 2.3, -2.5, 2.2, 7.0, 2.1, -0.4, -0.2, 6.1, 0.3, -0.1, -2.9
- Cc1[nH]c2ccccc2c1CN1CCN(c2ccccn2)CC1
 : 8.2, 0.8, -9.1, -30.1, 0.9, -1.2, -0.4, -1.9, -1.2, -0.3, -1.3
- CCN(C(=O)COC(=O)c1ccc(=O)n(Cc2ccccc2)n1)C1CCCCC1
 : -11.1, -0.6, -5.1, 4.3, -0.8, -1.1, 0.2, 2.3, 0.1, 0.9, -0.6
- COc1cccc(C(=O)N(C)Cc2c(C)nn(C3CCS(=O)(=O)C3)c2C)c1 (centres undefined)
 : -6.1, -1.6, -3.9, 2.0, 1.1, -1.8, 2.8, 2.9, -0.1, 0.5, -1.0
- CC1CCN(c2c([N+](=O)[O-])nn(-c3ccc4c(c3)OCCO4)[n+]2[O-])CC1
 : -7.5, -2.4, -1.2, -0.5, -3.5, -1.0, 0.1, -0.8, 0.5, -0.5, -4.1
- COC(=O)c1ccccc1S(=O)(=O)N1CCCC(c2nc3c(nnn3Cc3ccc(C)cc3)c(=O)[nH]2)C1 (centres undefined)
 : 1.5, -1.6, -5.1, -25.5, 1.5, -0.8, -1.5, -1.6, -0.8, 0.0, -1.0
- COC(=O)c1ncccc1SC
 : -11.0, 0.3, -0.4, 11.8, 1.0, -1.2, 2.5, 2.8, 0.4, -0.3, -1.0
- CCc1cc2c(=O)c(-n3cnc4ccccc43)coc2cc1O
 : -398.0, -1.5, i, -7.2, 0.1, -1.0, -472.0, 1.8, -1.7, -0.4, -135.9
- COc1cc(C(C)=O)ccc1Oc1ccc(S(=O)(=O)N2CCOCC2)cn1
 : -6.2, -0.7, -1.0, -4.7, 0.3, -0.9, -2.1, -1.4, 0.2, -0.5, -2.2
- O=C(NCc1n[nH]c(=S)n1-c1ccc(Cl)c(Cl)c1)c1ccc(S(=O)(=O)N2CCCCC2)cc1
 : 8.8, -0.5, -4.7, -5.7, -1.1, -1.5, 0.9, 0.8, 0.7, 0.9, 6.2
- CCCCCCN1Cc2ccccc2C1
 : -0.4, 0.6, -0.9, 5.8, 0.8, -1.3, -0.9, 2.8, 0.5, 0.1, -0.5
- O=S(=O)(c1ccc(Cl)cc1)N1CCn2c1nc1ccccc12
 : 5.5, 0.2, 2.3, -4.4, 1.9, -1.7, 1.9, -3.3, -1.2, -0.2, 0.6
- Cc1nc(N2CCN(S(=O)(=O)c3ccc(Br)cc3)CC2)c2c(C)c(C)sc2n1
 : 2.6, -0.6, 7.6, -0.2, -0.1, -1.5, 1.6, -0.2, 0.7, -0.4, 2.1
- Cn1cccc1/C=N/NC(=O)CSc1nc2ccccc2n1C
 : -3.9, -2.0, -8.0, 3.4, 0.0, -1.5, 0.5, -2.3, -0.2, 0.1, -5.0
- CCCN(CCC)C(=O)Cn1c(=O)n(CCCC(=O)NCc2ccco2)c(=O)c2sccc21
 : -3.6, 0.0, -5.5, -0.1, 0.1, -1.1, 0.6, 0.1, -2.2, -0.8, -4.1
- COc1ccc(NS(=O)(=O)c2cc(NC(=O)c3ccco3)ccc2N2CCCC2)cc1
 : 6.6, -1.2, 0.8, -1.5, -0.3, -1.1, 3.9, 1.1, 1.1, 0.9, -1.3
- CCN(CC)S(=O)(=O)c1cccc(C(=O)OCC(=O)N2CC(=O)Nc3ccccc32)c1
 : 3.5, 0.8, -13.7, 1.0, -0.2, -1.1, 6.2, 3.5, 0.6, 0.2, 3.0
- CC(=O)Nc1ccc(S(=O)(=O)NCCC(=O)N2CCC(Cc3ccccc3)CC2)cc1
 : -3.8, -2.2, -4.4, -7.1, -0.2, -1.4, 2.8, 1.6, -0.8, -1.0, 1.9
- CC(=O)N1CCc2cc(S(=O)(=O)NC(CC(C)C)C(=O)N3CCCC3)ccc21 (centres undefined)
 : 3.1, -0.7, -1.5, 11.5, 1.9, -1.1, -0.1, -1.2, 0.8, -0.9, -0.9
- Cc1cccc2cc(C#N)c(NCCNC(=O)NC3CCCCC3)nc12
 : -24.3, -1.2, -6.5, 0.0, 1.6, -1.2, -8.8, -1.2, 1.6, 0.2, -6.3
- COc1ccccc1N(CC(O)CN1C(C)CCCC1C)S(=O)(=O)c1ccccc1 (centres undefined)
 : 4.3, -1.3, -13.8, -2.8, -0.9, -1.3, 2.9, 2.0, 0.5, 0.3, -1.4
- CN(C)S(=O)(=O)N(CC(=O)N1CCOCC1)c1ccccc1
 : -3.3, -2.6, 3.0, 1.1, -1.8, -0.8, 0.6, -0.6, -1.1, -0.5, -3.6
- COc1ccc(-n2nnnc2SCC(=O)Nc2nnc(C)s2)cc1
 : -2.3, -0.2, 0.9, -3.1, -0.7, -0.7, -1.0, -1.4, 0.5, 0.9, -4.8
- CCN(CC)C(=O)CSc1nc2ccccc2c(=O)n1CCC(=O)N1CCN(c2ccccc2)CC1
 : -6.1, 1.1, -3.2, -3.0, -0.6, -1.8, 1.0, -1.5, 0.0, -0.3, -2.2
- Cc1ccc(S(=O)(=O)N2CCN(C(=O)C3CCCC3)CC2)cc1C
 : 0.5, -0.7, 0.6, -3.4, 0.0, -1.4, 1.8, -0.6, -0.4, -0.5, -2.2
- CC(=O)c1ccc(N/N=C(/C(N)=O)C2=NC(C)(C)Cc3ccccc32)cc1
 : 2.9, -4.8, 5.0, 0.7, -9.5, -2.8, 8.5, -11.1, -4.6, -1.3, 8.2
- Cc1ccc(C(=O)COC(=O)CNS(=O)(=O)c2ccc(C)cc2)cc1
 : 4.2, -1.3, -2.1, -8.9, -1.2, -0.5, 1.9, -1.6, 0.1, -0.9, -3.6
- COC(=O)[C@@H](CC(C)C)N(Cc1ccccc1)S(=O)(=O)N(Cc1ccccc1)[C@@H](CC(C)C)C(=O)OC
 : -4.7, 0.9, 4.7, -5.8, 0.8, -1.1, 0.0, -0.7, 0.4, 0.3, -1.5
- COc1cccc(C(=O)NCCCNC(=O)c2ccccn2)c1
 : -2.1, -0.1, -3.0, 4.2, -0.8, -0.9, 3.3, -0.3, 0.3, 0.0, 0.1
- O=C(/C=C/c1cc(Br)ccc1O)c1ccco1
 : 6.5, -1.4, -13.8, -16.9, 2.9, -1.6, -6.5, -3.2, -1.6, -1.5, 0.0
- COc1ccc(C2=Nn3c(nnc3-c3ccccc3Cl)SC2)cc1OC1CCCC1
 : 3.5, -1.9, -25.7, -13.7, -0.9, -1.5, 3.4, -0.2, -0.9, -1.6, -0.1
- COc1cccc(NC(=O)CSCc2n[nH]c(=O)[nH]2)c1
 : 5.4, -0.7, 2.6, -0.4, -1.6, -0.5, -0.3, -2.1, 0.3, -0.7, -0.7
